DT40 TDP1 no CPT – qHTS for Inhibitors of human tyrosyl-DNA phosphodiesterase 1 (TDP1): qHTS in cells in absence of CPT; DT40 Tdp1-/- hTDP1 cells, no CPT, ATP luminescence, 48 h; Potency, µM (highest dose often 46.2 µM), without a hit: at the highest dose activity change, negative = growth inhibition, most hits filed as inhibitors; hit rate 15% among 420,000; AID 686978, 2013; note: nearly all actives have a fitted effect of over 55% in size
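Stably hTDP1-transfected Tdp1-null chicken DT40 cells were treated with library compounds minus camptothecin and grown for at least 48 hr at 37 °C, after which cellular ATP was quantified by luminescence.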
DT40 TDP1 CPT – DT40-hTDP1 cell growth loss with CPT; chicken DT40 Tdp1-/-;hTDP1 cells + 20 nM CPT, ATP luminescence, 48 h; Potency, µM (series often up to 46.2 µM), without a hit: at the highest dose activity change, negative = growth inhibition, hits mostly inhibitors; hit rate 12% among 420,000; AID 686979; note: nearly all actives have a fitted effect of over 55% in size
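Cell growth measured by CellTiter-Glo luminescence after a minimum 48 h, 37 C compound exposure with 20 nM CPT in Tdp1-knockout DT40 cells stably expressing hTDP1, seeded 400/well; qHTS titration format.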
KAT2A inh – inhibitors of human GCN5L2 histone acetyltransferase | Q92830 | GCN5L2 HAT assay, ThioGlo1 CoA-SH fluorescence | Potency, µM (titrated, usually from 58.9 µM), inactives show at the highest dose activity change, negative = inhibition, hits mostly inhibitors | hit rate 0.21% among 390,000
Target sequence (Q92830 whole entry, looked up): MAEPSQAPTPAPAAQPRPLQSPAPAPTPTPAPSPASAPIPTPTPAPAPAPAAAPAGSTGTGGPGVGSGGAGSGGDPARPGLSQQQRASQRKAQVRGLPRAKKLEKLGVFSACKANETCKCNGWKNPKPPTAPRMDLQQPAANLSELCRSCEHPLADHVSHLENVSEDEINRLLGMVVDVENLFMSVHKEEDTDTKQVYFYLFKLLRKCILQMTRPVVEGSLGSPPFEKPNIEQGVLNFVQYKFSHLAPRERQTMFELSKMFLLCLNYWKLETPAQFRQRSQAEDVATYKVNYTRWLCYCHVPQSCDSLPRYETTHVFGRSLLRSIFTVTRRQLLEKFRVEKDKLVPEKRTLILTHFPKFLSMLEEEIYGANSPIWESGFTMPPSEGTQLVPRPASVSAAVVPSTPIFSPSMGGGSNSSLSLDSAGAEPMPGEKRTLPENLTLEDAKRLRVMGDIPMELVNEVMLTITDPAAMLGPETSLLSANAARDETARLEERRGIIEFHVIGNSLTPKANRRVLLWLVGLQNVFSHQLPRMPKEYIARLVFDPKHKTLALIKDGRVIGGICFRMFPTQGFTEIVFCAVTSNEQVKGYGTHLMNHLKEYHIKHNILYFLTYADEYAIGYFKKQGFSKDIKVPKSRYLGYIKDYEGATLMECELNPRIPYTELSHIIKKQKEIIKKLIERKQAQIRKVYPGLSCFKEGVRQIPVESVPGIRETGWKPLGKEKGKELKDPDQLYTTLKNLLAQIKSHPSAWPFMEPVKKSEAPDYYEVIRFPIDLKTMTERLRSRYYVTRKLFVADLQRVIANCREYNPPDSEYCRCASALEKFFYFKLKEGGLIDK
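Titration-based screen in which CoA formation is detected via maleimide probe ThioGlo1 (50uM) turning fluorescent on thiol reaction; substrates H3(1-25) 75uM and acetyl-CoA 70uM, GCN5L2 20nM, 20 min incubation at room temperature.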
* hit, by the source's call; ? = inconclusive; / = no result given; [ ] = another dose, or the depositor's remark. Calls come from the whole dose curve; as a rule, active = well fitted curve in the direction sought with a large enough effect; inconclusive = small, poorly fitted or top-dose-only effect, or another doubt; inactive = no such curve, though single readings can be large; an effect the other way counts as inactive or inconclusive. % is set by controls: 0 for no effect and ±100 for the full control effect; potency is the fitted concentration of half-maximal effect.

SMILES	DT40 TDP1 no CPT	DT40 TDP1 CPT	KAT2A inh
CN(c1ccc(C(=O)NCc2cccnc2)cc1)S(C)(=O)=O	?	-22%	0%
NC(=S)NN=Cc1nccc2c(N)cccc12	1.2µM*	1.8µM*	/
COCCn1c(N)c(N(Cc2ccccc2)C(=O)COc2ccc(F)cc2Cl)c(=O)[nH]c1=O	0%	0%	-24%
CCN(CC)S(=O)(=O)c1ccc(NC(=O)Cn2cnc3ccccc3c2=O)cc1	?	8%	-1%
CCCN(C(=O)/C=C/c1ccco1)c1c(N)n(Cc2ccccc2)c(=O)[nH]c1=O	11%	-12%	-6%
CN(CC(=O)Nc1cccc(F)c1)C(=O)c1ccccc1CCc1ccccc1	21µM*	15µM*	-14%
CNC(=S)NNC(=O)CNc1ccc(C)c(Cl)c1	-4%	-2%	-5%
O=[N+]([O-])c1ccc(C2=NN(CCO)C(=Nc3ccc(OC(F)(F)F)cc3)SC2)cc1	21µM*	18µM*	-15%
C[C@H]1COc2cc(N3CCC[C@H]3CO)ccc2S(=O)(=O)N1	0%	5%	/
CCc1nnc(NC(=O)c2cc(-c3ccccc3)nn2-c2ccccc2)s1	?	?	-28%
CN(C(=O)COc1coc(CN2CCN(c3ccccc3)CC2)cc1=O)c1ccccc1	-18%	-21%	-13%
Cc1ccc(NS(=O)(=O)c2ccc(C(=O)N3CC(C)OC(C)C3)cc2)cc1 (centres undefined)	?	?	-6%
O=C(NCCn1cccn1)c1ccc(OC2CCN(C(=O)C3CC3)CC2)cc1	9%	-26%	-15%
CCOC(=O)c1ccc(NC(=S)NCCc2ccccc2)cc1	21µM*	?	-12%
CCOC(=O)c1ccc(NS(=O)(=O)c2cc3c(cc2C)NC(=O)CO3)cc1	3%	-12%	-1%
CNc1nnc(SCC(=O)c2c(N)n(C3CC3)c(=O)[nH]c2=O)s1	?	-8%	-5%
COCCN(CCOC)C(=S)Nc1ccccc1Cl	?	-2%	0%
CCCCN1C(=O)C(=O)N(CC(=O)Nc2cc(OCC)c(N3CCOCC3)cc2OCC)C1=O	12%	1%	-4%
CN1CCN(C(=O)C2=C[C@H](C3CCCCC3)C[C@H](OCc3ccc(CO)cc3)O2)CC1	?	-30%	-6%
CC(=O)Nc1ccc(S(=O)(=O)NNC(=O)COc2ccc(Cl)cc2Cl)cc1	8%	-13%	1%
Cc1ccc(-n2c(O)c(C=Nc3ccc4c(c3)OCO4)c3ccccc3c2=O)cc1C	?	7.3µM*	-9%
Cc1ccc(C)n1-c1ccc(C(=O)NN)s1	?	-11%	0%
O=[N+]([O-])c1ccccc1/C=N/OCc1ccccc1	-29%	4%	-9%
COc1ccccc1NS(=O)(=O)c1ccc(C(=O)NCc2ccc(S(N)(=O)=O)cc2)cc1	15µM*	?	-5%
CCOC(CNC(=O)c1cccc([N+](=O)[O-])c1)OCC	-4%	-2%	-1%
CCOC(=O)c1c(-c2ccccc2)csc1NC(=O)c1ccc(N2C(=O)CCC2=O)cc1	-25%	-17%	-28%
O=C(CNC(=O)c1ccco1)OCC(=O)c1ccc([N+](=O)[O-])cc1	?	?	-6%
Nc1ccccc1C(=O)NCc1ccccc1	?	?	-4%[0.501 µM]
O=C1C[C@@H]2c3c(cccc3CN1Cc1ccccc1F)C[C@@H](O)[C@H]2O	-3%	-1%	/
CCCCOC(=O)c1ccc(NS(=O)(=O)c2c(C)nc3scc(C)n3c2=O)cc1	23µM*	13µM*	-6%
CCCCn1c(N)c(N(CCOC)C(=O)COC(=O)CCOc2ccc(C)cc2)c(=O)[nH]c1=O	-1%	-15%	0%
Cc1c(N=C2N=C(NC(=O)Nc3ccc(Cl)cc3)c3ccccc32)c(=O)n(-c2ccccc2)n1C	23µM*	18µM*	-3%
O=C(COc1ccc(Cl)cc1)Nc1nc(-c2ccc(S(=O)(=O)N3CCOCC3)cc2)cs1	-19%	?	-1%
O=C(CN1C(=O)c2cccc3cccc(c23)C1=O)N1CCOCC1	7%	36%[activator]	-7%
O=C(CSc1nnc(COc2ccccc2)o1)Nc1ccc(F)cc1	15%	6%	1%
COc1cccc2[nH]c(C(=O)NCc3ccc4c(c3)CCN4C(=O)c3ccc(F)cc3)cc12	?	?	-1%
Cc1ccccc1CNC(=O)c1csc([C@@H]2O[C@H](CO)[C@@H](O)[C@H]2O)n1	?	?	/
O=S(=O)(CCc1nnc(-c2ccccc2)o1)c1ccc2ccccc2c1	-6%	-3%	-2%
COc1cccc(NC(=O)c2nnn(CCc3ccccc3)c2N)c1	?	?	-8%
CCOc1ccc(C(=O)Cn2cnc3ccccc3c2=O)cc1	?	?	-4%
CCCCCCCCC(=O)N/N=C/c1ccccn1	?	18µM*	5%
COc1ccc(-c2noc(CN(C)Cc3ccccc3)n2)cc1	18µM*	-16%	-6%
COc1ccc(Oc2ncc3nc(C)c(=O)n(Cc4cccc(OC)c4)c3n2)cc1	-11%	-5%	-20%
CCC(C)Nc1nc2c(c(=O)[nH]c(=O)n2C)n1CCOc1ccccc1 (centres undefined)	?	21µM*	1%
O=C(NCCSc1ccccc1)c1ccccc1Cl	-15%	1%	-1%

Whole records as entered above.
Nc1ccccc1C(=O)NCc1ccccc1 is listed with DT40 TDP1 no CPT: ?; DT40 TDP1 CPT: ?; KAT2A inh: -4%[0.501 µM]
O=C(CSc1nnc(COc2ccccc2)o1)Nc1ccc(F)cc1 is listed with DT40 TDP1 no CPT: 15%; DT40 TDP1 CPT: 6%; KAT2A inh: 1%

Other compounds.
SMILES	DT40 TDP1 no CPT	DT40 TDP1 CPT	KAT2A inh
CC(=O)Nc1cc(-c2ccccc2)cn2c(-c3ccc(F)c(Cl)c3)cnc12	?	23µM*	/
CC(Oc1ccccc1)C(=O)N1CCN(S(=O)(=O)c2ccc(OC(F)(F)F)cc2)CC1 (centres undefined)	?	18µM*	/
c1ccn2c(CNc3ncnc4sccc34)nnc2c1	-6%	8%	-5%
O=C(NC1CCCCC1)c1cc([N+](=O)[O-])ccc1N1CCOCC1	-27%	-4%	-4%
N#Cc1ccc(N2C(=O)[C@@H]3C(C(=O)c4cnccn4)=NN[C@@H]3C2=O)cc1	-12%	-3%	-19%
CCOC(=O)N1CCC(NC(=O)C2CCN(c3nc(-c4ccc(OC)cc4)no3)CC2)CC1	4.1µM*	?	43%[activator]
N=C1C(c2nc3ccccc3s2)=C(O)CN1Cc1ccco1	-26%	-21%	-7%
Cc1ccc(/C=N/NC(=O)C(C)Oc2ccccc2[N+](=O)[O-])s1 (centres undefined)	-25%	?	0%
CC(Sc1nnc(C2CC2)n1C1CC1)C(=O)Nc1ccccc1C#N (centres undefined)	-1%	4%	-6%
CN1CCN(CCCCOc2ccccc2-c2ccccc2)CC1	?	?	6%
CC(C)(C)NC(=O)C(c1cccs1)N(Cc1ccco1)C(=O)c1csnn1 (centres undefined)	-28%	4%	-3%
O=C(Nc1cc(=O)[nH]c2nc(-c3ccccc3)nn12)c1ccccc1Cl	12µM*	-20%	-9%
Cn1/c(=N/N=C/c2ccccn2)sc2ccccc21	?	16%	-5%
C(/C=C/c1ccccc1)=N/N1CCN(c2ccccc2)CC1	-3%	-17%	-21%
Cc1ccccc1CN1CCC(n2nccc2NC(=O)c2ccc3c(c2)OCO3)CC1	-12%	-13%	?

Reprinted from above for reference:
SMILES	DT40 TDP1 no CPT	DT40 TDP1 CPT	KAT2A inh
Cc1ccc(NS(=O)(=O)c2ccc(C(=O)N3CC(C)OC(C)C3)cc2)cc1 (centres undefined)	?	?	-6%
O=C(NCCn1cccn1)c1ccc(OC2CCN(C(=O)C3CC3)CC2)cc1	9%	-26%	-15%
CCOC(=O)c1ccc(NC(=S)NCCc2ccccc2)cc1	21µM*	?	-12%
CCOC(=O)c1ccc(NS(=O)(=O)c2cc3c(cc2C)NC(=O)CO3)cc1	3%	-12%	-1%
CNc1nnc(SCC(=O)c2c(N)n(C3CC3)c(=O)[nH]c2=O)s1	?	-8%	-5%
COCCN(CCOC)C(=S)Nc1ccccc1Cl	?	-2%	0%
CCCCN1C(=O)C(=O)N(CC(=O)Nc2cc(OCC)c(N3CCOCC3)cc2OCC)C1=O	12%	1%	-4%
CN1CCN(C(=O)C2=C[C@H](C3CCCCC3)C[C@H](OCc3ccc(CO)cc3)O2)CC1	?	-30%	-6%
CC(=O)Nc1ccc(S(=O)(=O)NNC(=O)COc2ccc(Cl)cc2Cl)cc1	8%	-13%	1%
Cc1ccc(-n2c(O)c(C=Nc3ccc4c(c3)OCO4)c3ccccc3c2=O)cc1C	?	7.3µM*	-9%
Cc1ccc(C)n1-c1ccc(C(=O)NN)s1	?	-11%	0%
O=[N+]([O-])c1ccccc1/C=N/OCc1ccccc1	-29%	4%	-9%
COc1ccccc1NS(=O)(=O)c1ccc(C(=O)NCc2ccc(S(N)(=O)=O)cc2)cc1	15µM*	?	-5%
CCOC(CNC(=O)c1cccc([N+](=O)[O-])c1)OCC	-4%	-2%	-1%
CCOC(=O)c1c(-c2ccccc2)csc1NC(=O)c1ccc(N2C(=O)CCC2=O)cc1	-25%	-17%	-28%
O=C(CNC(=O)c1ccco1)OCC(=O)c1ccc([N+](=O)[O-])cc1	?	?	-6%
Nc1ccccc1C(=O)NCc1ccccc1	?	?	-4%[0.501 µM]
O=C1C[C@@H]2c3c(cccc3CN1Cc1ccccc1F)C[C@@H](O)[C@H]2O	-3%	-1%	/
CCCCOC(=O)c1ccc(NS(=O)(=O)c2c(C)nc3scc(C)n3c2=O)cc1	23µM*	13µM*	-6%

Continuation:
SMILES	DT40 TDP1 no CPT	DT40 TDP1 CPT	KAT2A inh
Cc1cc2c(cc1S(=O)(=O)CCC(=O)N1CC(C)CC(C)C1)OCC(=O)N2 (centres undefined)	-19%	-1%	?
COc1cc(F)cc(-c2ccc3c(c2)c(-c2cccs2)c(-c2cc(OC)cc(OC)c2)n3C)c1	23µM*	18µM*	-2%
CN(C)S(=O)(=O)Oc1ccc(C(=O)Nc2cccc(C(F)(F)F)c2)cc1	15µM*	23µM*	-5%
COc1cc(/C=C/C(=O)OCc2cn3cc(Cl)ccc3n2)ccc1O	?	?	-20%
O=C1N[C@H](Cc2c[nH]c3ccccc23)COC(=O)[C@H](Cc2ccc(F)cc2)C/C=C\C[C@H]1CC(=O)N(CCO)Cc1ccccc1	16µM*	23µM*	-4%
Cc1ccc(N=C2NC(=O)CC(C(=O)Nc3cc(C(F)(F)F)ccc3Cl)S2)cc1 (centres undefined)	?	?	-6%
COc1ccccc1CC(=O)c1ccc(OCc2ccccc2)cc1	?	?	-9%
O=C(NCCc1ccc(Cl)cc1)c1ccc(S(=O)(=O)N2CCCC2)cc1	?	?	-3%
CCOc1ccc(NC(=O)CN2C(=O)C(C)SC(C)C2=O)cc1 (centres undefined)	-12%	1%	-3%
COc1ccc(NC(=O)COC(=O)C2C3CC4OC(=O)C2C4C3)cc1 (centres undefined)	1%	1%	-4%
Clc1cccc(Nc2ncnc3c2cnn3-c2ccccc2)c1	?	?	-16%
O=C(Nc1cccc(C(F)(F)F)c1)c1cc2nc(-c3ccc4c(c3)OCO4)cc(C(F)(F)F)n2n1	-4%	-4%	-2%
C/C=C(/CC[C@@H](C)[C@H]1CC[C@H]2C3=CC[C@H]4[C@H](C)[C@@H](O)CC[C@]4(C)[C@H]3CC[C@]12C)C(C)C	-21%	-6%	/
COc1ccc(S(=O)(=O)NCC2CCCN(C(=O)c3occc3C)C2)cc1 (centres undefined)	5%	-1%	0%
Cc1ccc(Br)cc1S(=O)(=O)Nc1cccnc1	2%	-3%	-18%
CC(=O)Nc1cc(-c2ccccc2N(C)C)cn2c(-c3ccccc3)cnc12	23µM*	16µM*	/
COc1ccc(C(CC(=O)N2CCCC(C)C2)c2c(O)cc(OC)cc2OC)cc1 (centres undefined)	-16%	?	-1%

Assay outcomes as filed in PubChem BioAssay.

Not all compounds are listed; count on the stated rates, not on these rows.
